# SKKanGAS inh – S. pyogenes SKKanGAS growth inhibitors in kanamycin, primary screen, streptokinase expression inhibitor project, SKKanGAS strain, BacTiter-Glo luminescence; 6 h; inhibition, % at 7.5 µM; actives 1.3% (n = 300,000);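 active = mean replicate score, as percent of positive control median, at least 50; inconclusive = mean below 50 but one replicate at or above 50; inactive = mean and every replicate below 50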;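 note: strain carries kanamycin resistance gene driven by streptokinase promoter and grows in 40 µg/ml kanamycin; loss of luminescence reflects streptokinase promoter inhibition or plain growth inhibition; 0% = median of DMSO wells and 100% = positive control at its reference dose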
# TRPC6 act – mouse TRPC6 channel activators, primary screen, cell-based, HEK293, membrane potential dye; Short transient receptor potential channel 6 (Mus musculus), Q61143; HEK293-TRPC6 membrane potential dye fluorescence; stronger effect = higher value; B-score at 10 µM; actives 0.13% (n = 310,000); AID 2550, 2010;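 active = B-score of the integrated fluorescence ratio above library mean plus 3 SD, and starting fluorescence ratio within library mean plus 5 SD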;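 note: higher score means more depolarization so channel activation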
# RGS4 pot – RGS4 potentiators or activators, primary screen, cell-based, HEK293 M3R inducible RGS4, calcium flux. actives 0.92% (n = 310,000). B-score at 10 µM. AID 463111, 2010. carbachol calcium flux Fluo4; stronger effect = lower value;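 active = B-score of the integrated calcium signal more than 4 SD below the library mean, with starting fluorescence not abnormally high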;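 note: negative B-score means reduced calcium response which marks RGS4 activation or potentiation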
#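 Detection: kinetic calcium fluorescence imaging with Fluo4-AM dye, 2 µM / Material: HEK293 cells with stable M3R and inducible RGS4 / Schedule: recording 10 s baseline at 1 Hz, 100 s post-agonist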
# HDAC3 inh – HDAC3 deacetylase inhibitors, primary screen, biochemical, fluorescence, cell-free homogeneous | Histone deacetylase 3 (Homo sapiens), O15379 | recombinant HDAC3, fluorogenic peptide/trypsin coupled | inhibition, % at 8.3 µM | actives 0.15% (n = 320,000); in the data active = inhibition above about 26%, passing the limit was not always enough; inconclusive = no clear call, values can overlap the other calls
# Target sequence (O15379 whole entry, looked up): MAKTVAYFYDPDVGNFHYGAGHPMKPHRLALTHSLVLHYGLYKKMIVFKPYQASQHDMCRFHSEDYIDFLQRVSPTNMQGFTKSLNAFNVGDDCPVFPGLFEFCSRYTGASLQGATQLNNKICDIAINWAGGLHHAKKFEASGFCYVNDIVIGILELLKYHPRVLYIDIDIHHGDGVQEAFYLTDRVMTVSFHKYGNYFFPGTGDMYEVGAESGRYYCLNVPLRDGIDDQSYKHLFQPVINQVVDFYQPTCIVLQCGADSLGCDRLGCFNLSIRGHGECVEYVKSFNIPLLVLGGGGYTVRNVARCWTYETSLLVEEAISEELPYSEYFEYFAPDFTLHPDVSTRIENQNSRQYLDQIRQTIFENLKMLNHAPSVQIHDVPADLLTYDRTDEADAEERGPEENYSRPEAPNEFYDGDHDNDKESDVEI
# MrgX1 allo act – positive allosteric modulators of MrgX1, primary screen, HEK293 cells, Fluo-4 calcium flux. Mas-related G-protein coupled receptor member X1 (Homo sapiens), Q96LB2. FDSS; stronger effect = higher value. actives 0.63% (n = 310,000). B-score at 10 µM;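 active = plate-corrected calcium response at least 3 library SD above typical, normal starting fluorescence, not activating the receptor alone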;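 note: compound read alongside a low EC10 to EC30 dose of BAM8-22 agonist; peak minus trough fluorescence over baseline measured at the second addition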
# Target sequence (Q96LB2 whole entry, looked up): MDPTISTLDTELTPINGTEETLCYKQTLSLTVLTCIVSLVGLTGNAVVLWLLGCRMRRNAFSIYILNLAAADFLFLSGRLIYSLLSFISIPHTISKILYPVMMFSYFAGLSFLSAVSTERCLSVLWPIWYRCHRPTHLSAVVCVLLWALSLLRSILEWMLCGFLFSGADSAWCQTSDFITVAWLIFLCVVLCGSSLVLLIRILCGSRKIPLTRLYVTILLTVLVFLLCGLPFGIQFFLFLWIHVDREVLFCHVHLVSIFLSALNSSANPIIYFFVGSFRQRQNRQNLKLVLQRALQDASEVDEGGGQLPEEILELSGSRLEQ
# MrgX1 agonist – agonists of human MrgX1 receptor, primary screen, HEK293 cells, Fluo-4 calcium flux | Fluo-4 calcium fluorescence, agonist mode; stronger effect = higher value | B-score at 10 µM | actives 0.44% (n = 310,000) | AID 588627, 2011;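 active = calcium response B-score plate-corrected fluorescence ratio at least 3 library SD, with starting fluorescence B-score inside 5 SD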
#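 Material: HEK293 cells stably expressing human MrgX1 receptor | Quantity: 15,000 cells per well | Times: Cells plated overnight, dye loaded 0.5 h 37 °C, 0.5 h room temperature | Measured by: Kinetic Fluo-4 NW fluorescence of intracellular calcium | Control set: Positive and negative controls per plate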
# ANO1 activ – TMEM16A chloride channel activators or potentiators, primary screen, cell-based, HTS; Anoctamin-1 (Mus musculus), Q8BHY3; HEK293 TMEM16A/YFP-H148Q/I152L, iodide quench fluorescence; stronger effect = lower value; B-score at 10 µM; actives 0.3% (n = 340,000);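 active = fluorescence-ratio B-score plate-corrected deviation score at least 3 library SD below zero, with starting fluorescence score within 5 deviations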;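 note: channel opened by trigger with iodide after compound preincubation; score built on the fluorescence ratio of max minus min over baseline; more negative score means more quench and so TMEM16A activation or potentiation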
# ANO1 block – TMEM16A chloride channel inhibitors, primary screen, cell-based, HTS; HEK293 TMEM16A/YFP iodide influx fluorescence, ionomycin; normalized B-score (activity score, 25-100; higher = stronger inhibition) at 10 µM; actives 1.2% (n = 310,000); AID 588511, 2011;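 active = ratio plate-corrected score three or more library SD toward inhibition, starting fluorescence score within five deviations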;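 note: score derived from kinetic fluorescence span divided by baseline fluorescence per well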
# TRPC6 inh – mouse TRPC6 channel inhibitors, primary screen, cell-based, HEK293, membrane potential dye; actives 1.1% (n = 310,000); B-score at 10 µM; AID 2553, 2010; ACh-evoked depolarization; stronger effect = lower value;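 active = B-score under library mean minus 3 SD, initial fluorescence not abnormally high, positive integrated signal ratio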;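 note: B-score derived from integrated fluorescence ratio over the kinetic read; more negative B-score means stronger inhibition of depolarization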
# MrgX1 antag – antagonists of human MrgX1 receptor, primary screen, HEK293 cells, Fluo-4 calcium flux; BAM8-22 antagonism; stronger effect = lower value; AID 588676, 2011; B-score at 10 µM; Mas-related G-protein coupled receptor member X1 (Homo sapiens), Q96LB2; actives 1.3% (n = 310,000);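 active = calcium-response B-score plate-corrected more than 3 library SD below zero, starting fluorescence within 5 deviations, no agonist response on first addition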;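 note: peak minus trough fluorescence over baseline after final BAM8-22 challenge near maximal dose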
# RGS4 inh – RGS4 inhibitors, primary screen, cell-based, HEK293 M3R inducible RGS4, calcium flux | Regulator of G-protein signaling 4 (Homo sapiens), P49798 | Fluo-4 calcium flux; stronger effect = higher value; triggered by carbachol at its EC20 | B-score at 10 µM | actives 0.45% (n = 310,000) | AID 463165, 2010;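 active = B-score, a plate-corrected calcium signal, over three deviations above library mean, with baseline fluorescence within five deviations of library mean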;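 note: RGS4 expression induced by doxycycline in cells with stable M3 receptor; B-score is computed from the integrated fluorescence ratio over baseline after carbachol; higher B-score means a larger calcium signal and so more RGS4 inhibition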
# Target sequence (P49798 whole entry, looked up): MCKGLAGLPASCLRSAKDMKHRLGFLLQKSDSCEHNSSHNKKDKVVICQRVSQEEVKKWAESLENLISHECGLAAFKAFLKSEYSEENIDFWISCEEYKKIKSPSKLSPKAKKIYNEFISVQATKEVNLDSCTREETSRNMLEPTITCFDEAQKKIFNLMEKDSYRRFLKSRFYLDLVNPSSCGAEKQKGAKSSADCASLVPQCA
# * marks the source's active call; other numbers are inactive results; i = inactive; ? = inconclusive; · = not tested or not shown. This is a random part of the collection. Share with any hit: about 6.7%.
SMILES,SKKanGAS inh,TRPC6 act,RGS4 pot,HDAC3 inh,MrgX1 allo act,MrgX1 agonist,ANO1 activ,ANO1 block,TRPC6 inh,MrgX1 antag,RGS4 inh
Nc1cccc(-c2nc3cc(S(=O)(=O)c4ccc5oc(-c6cccc(N)c6)nc5c4)ccc3o2)c1,9.6,i,i,2.9,i,i,i,i,i,i,i
C/C(CCc1ccc2c(c1)OCO2)=N\NC(=O)c1ccccc1,-2.4,i,i,-5.0,i,i,i,i,i,i,i
COc1ccc(CN2CCN(CCCCOc3ccc(Cl)cc3)CC2)c(OC)c1OC,-24.3,i,i,-0.8,i,i,i,i,i,i,i
O=C(O)CCc1nn2c3ccccc3n(CC(=O)c3ccccc3)c2nc1=O,13.7,i,i,-16.2,i,i,i,i,i,i,i
CN(C)S(=O)(=O)Oc1ccccc1C(=O)Nc1cccc(C(F)(F)F)c1,-2.4,i,i,-5.4,i,i,i,i,i,i,i
Cc1ccc(NC(=O)C(=O)NCCOc2ccc(Cl)cc2)c(C)c1,-7.7,i,i,1.1,9.61*,i,i,i,i,i,i
Nc1c2c(nc3ccc(Br)cc13)N(C1CCCCC1)CC2,-8.4,17.8*,i,6.2,14.4*,i,·,i,-7.38*,i,i
Fc1ccc(Nc2nc(N3CCOCC3)nc(N3CCOCC3)n2)cc1Cl,-1.7,i,i,-1.0,i,i,i,i,i,i,i
COc1cc(NC(=O)C2=C(C)OCCS2)c(Cl)cc1C(=O)NCCN(C)C,4.3,i,i,5.5,i,i,i,i,i,i,i
COc1ccccc1NC(=S)N1CCN(c2ccccn2)CC1,-1.3,i,i,-5.0,i,i,i,i,i,i,i
COc1ccc(N(CC(O)Cn2cnc3ccccc32)S(=O)(=O)c2ccc(C)cc2)cc1 (stereo not drawn),4.5,i,i,-1.6,i,i,i,i,i,i,i
Cn1cc(Br)c(C(=O)NN2C(=O)C3C(C2=O)C2C=CC3C23CC3)n1 (stereo not drawn),-7.9,i,i,-3.8,i,i,i,i,i,i,i
CCN(CC(=O)Nc1ccccc1C(F)(F)F)C(=O)C1CCC1,-7.4,i,i,4.1,i,i,i,i,i,i,i
O=C(O)c1cccc(N2C(=O)c3ccc4c5c(ccc(c35)C2=O)C(=O)N(c2cccc(C(=O)O)c2)C4=O)c1,-3.7,i,i,11.5,6.99*,i,i,i,i,i,i
CCc1ccc(CCC(=O)Nc2ccc(S(N)(=O)=O)cc2)o1,-2.9,i,i,-2.3,i,i,i,i,i,i,i
CCOC(=O)C1CCCN(c2ncnc3c2cnn3-c2cccc(C)c2)C1 (stereo not drawn),0.5,i,i,-1.5,i,i,i,i,i,i,i
COc1ccc(CNC(=O)Cn2ncn3c(cc4ccccc43)c2=O)cc1,-2.5,i,i,-12.8,i,i,i,i,i,i,i
CC1CCC(NC(=O)C2CC(=O)N(c3ccc4c(c3)OCCO4)C2)CC1 (stereo not drawn),6.7,i,i,-4.9,i,i,i,i,i,i,i
CS(=O)(=O)N1CCN(C2CCN(Cc3ccccc3)CC2)CC1,2.2,i,i,6.7,i,i,i,i,i,i,i
N#Cc1nnn(-c2ccc(Cl)cc2)c1N,8.8,i,i,-6.9,i,i,i,i,i,i,i
Cc1cccc(N2C(=O)C3CCCN3C2=S)c1 (stereo not drawn),-2.3,i,i,-2.8,i,i,i,i,i,i,i
COc1ccc(-n2nnnc2SC(C)C(N)=O)cc1 (stereo not drawn),-2.1,i,i,0.4,i,i,i,i,i,i,i
CC(C)OC(=O)CCC1(C(=O)O)CCC(=O)NC1 (stereo not drawn),4.5,i,i,·,i,i,i,i,i,i,i
CN(CCCNC(=O)C1CCN(S(=O)(=O)c2cccc3nsnc23)CC1)Cc1ccccc1,-4.4,i,i,-0.5,i,i,i,i,i,i,i
CN1CCC(=C2c3ccccc3C(O)c3ccccc32)CC1 (stereo not drawn),1.0,i,i,-2.4,i,i,i,i,i,i,i
CCOC(=O)C(C)c1nc2ccccc2[nH]c1=O (stereo not drawn),-21.8,i,i,-6.8,i,i,i,i,i,i,i
O=C(COc1ccc(Cl)cc1Cl)NN=C1CCCCC1,-3.0,i,i,-0.1,i,i,i,i,i,i,i
CN(CC1CCCN(CCc2cccc(C(F)(F)F)c2)C1)C(=O)c1ccco1 (stereo not drawn),4.5,i,i,4.8,i,i,i,i,i,i,i
O=C(Cn1c(=O)oc2ccccc21)NC(=O)NCc1ccccc1,2.9,i,i,6.4,i,i,i,i,i,i,i
COc1ccc(OCC(O)Cn2c(N3CCCCC3)nc3c2c(=O)[nH]c(=O)n3C)cc1 (stereo not drawn),-1.5,i,i,-1.1,i,i,i,i,i,i,i
Cc1cccc2sc(NC(=O)CCNS(=O)(=O)c3cccs3)nc12,-1.2,i,i,1.9,i,i,i,i,i,i,i
Cc1ccc(C(=O)N2CCCC(Nc3ccc(F)cc3)C2)cc1C (stereo not drawn),11.9,i,i,-2.9,i,i,i,i,i,i,i
COc1ccccc1N1CCN(C2CC(=O)N(c3ccc(Cl)cc3)C2=O)CC1 (stereo not drawn),-1.9,i,i,1.3,i,i,i,i,i,i,i
COC(=O)c1ccc2[nH]ccc2c1,3.4,i,i,3.5,i,i,i,i,i,i,i
CC(C)NC(=O)c1ccc(COCC(F)(F)F)cc1,-4.1,i,i,4.1,i,i,i,i,i,i,i
CS(=O)(=O)Nc1cccc(C2=NN(S(C)(=O)=O)C(c3ccc4c(c3)OCO4)C2)c1 (stereo not drawn),-1.4,i,i,1.7,i,i,i,i,i,-7.64*,i
COc1ccc2nc(NC(C)=O)sc2c1,8.2,i,i,0.3,i,i,i,i,i,i,i
CCCc1c(NC(=O)Nc2ccc(Cl)cc2Cl)cnn1-c1ccccc1,0.9,i,i,-3.6,i,i,i,i,i,i,i
Cc1[nH][nH]c(=O)c1[C@@H](c1ccccc1[N+](=O)[O-])C(C#N)C#N,-2.5,i,i,1.7,i,i,i,i,i,i,i
CC(C)CC(NS(=O)(=O)c1ccc2c(c1)oc(=O)n2C)C(=O)NCc1cccnc1 (stereo not drawn),-1.9,i,i,-6.9,i,i,i,i,i,i,i
Cc1ccc(NC(=O)Nc2ccc(F)cc2F)c(OC(F)F)c1,3.4,i,i,7.0,i,i,i,i,i,i,i
CCC1=NN(C(=O)COc2ccccc2C)C(O)(c2ccncc2)C1 (stereo not drawn),4.5,i,i,-3.2,i,i,i,i,i,i,i
O=C(/C=C/c1ccc(Cl)cc1)NC1CCS(=O)(=O)C1 (stereo not drawn),0.2,i,i,-7.3,i,i,i,i,i,i,i
Nn1cc(-c2ccccc2)nc1SCC(=O)N1CCN(S(=O)(=O)c2ccc3ccccc3c2)CC1,8.8,i,i,-7.7,i,i,i,i,i,i,i
CC1=CCC2C(=O)N(c3ccccc3OC(=O)c3ccccc3F)C(=O)C2C1 (stereo not drawn),-9.7,i,i,0.9,i,i,i,i,i,i,i
Cc1cccc2cc(CN(CCN3CCOCC3)C(=O)Nc3ccccc3F)c(=O)[nH]c12,-0.2,i,i,·,i,i,i,i,i,i,i
Cc1ccc(OC(=O)c2ccc(C)c(C)c2)cn1,-6.9,i,i,2.1,i,i,i,i,i,i,i
NCCCCCC(=O)Nc1ccncc1,-1.3,i,i,3.6,i,i,i,i,i,i,i
Cc1nccn1C[C@@H]1CCc2c(c3ccccc3n2C)C1=O,-3.6,i,i,-2.1,i,i,i,i,i,i,i
CCOC(=O)CNC(=O)CSc1nnnn1-c1ccc(C)c(C)c1,0.8,i,i,-1.6,i,i,i,i,i,i,i
CSCCC(NS(=O)(=O)c1ccc(C)cc1)C(=O)NC1CCCCCC1 (stereo not drawn),25.8,i,i,-7.4,i,i,i,i,i,i,i
Cc1ccc(C)c(NC(=O)CCN2CCc3ccccc3C2)c1,-4.9,i,i,10.4,i,i,i,i,i,i,i
C/C(=C\C(=O)c1cccnc1)Nc1ccc(C(=O)O)cc1,6.4,i,i,10.4,i,i,i,i,i,i,i
CCCCOCCCNC(=O)c1cccs1,5.0,i,i,4.6,i,i,i,i,i,i,i
Cc1cc(C)n(C(=O)CCCCCCCC(=O)n2nc(C)cc2C)n1,-3.9,i,i,-1.7,i,i,i,i,i,i,i
Cc1cc(N2CCN(C)CC2)nc2ccc(NC(=O)c3ccc4c(c3)OCO4)cc12,·,·,·,11.8,i,i,i,i,·,i,·
CCCOc1ccccc1NC(=O)CC1Nc2ccccc2NC1=O (stereo not drawn),·,i,i,-3.8,i,i,i,i,i,i,i
CCN(CC)C1=CC(=O)OC12CCCCC2,-6.0,i,i,-2.8,i,i,i,i,i,i,i
O=C(c1sc2cccc(F)c2c1Cl)N1CCN(c2ncccn2)CC1,5.3,i,i,-5.3,i,i,i,i,i,i,i
CCN(CC)CCN(C(=O)c1ccc2ccccc2c1)c1nc2ccc(F)cc2s1,3.1,i,i,?,i,i,i,i,i,i,i

# The listing continues.
SMILES,SKKanGAS inh,TRPC6 act,RGS4 pot,HDAC3 inh,MrgX1 allo act,MrgX1 agonist,ANO1 activ,ANO1 block,TRPC6 inh,MrgX1 antag,RGS4 inh
COc1cccc(NC(=S)NCCC(c2ccccc2)c2ccccc2)c1,21.4,i,i,9.1,i,i,i,i,i,i,i
CCCCSC1=C(C#N)C(c2ccccc2C)CC(=O)N1 (stereo not drawn),-3.3,i,i,5.2,i,i,i,i,i,i,i
O=C(Cn1ncc2c([nH]c3ccccc32)c1=O)NCCc1ccc(Cl)cc1,-1.8,i,i,11.5,i,i,i,i,i,i,i
Nc1nc(N2CCN(c3ccccc3)CC2)n[nH]1,-6.0,i,i,-3.9,i,i,i,i,i,-5.66*,i
N#C/C(=C\c1ccc(-c2ccccc2[N+](=O)[O-])o1)C(=O)Nc1nc(-c2cccs2)cs1,26.6,i,i,1.8,i,i,i,i,i,i,i

# High-throughput results: PubChem BioAssay, several laboratories
